Screening data from PubChem.
SIRT5 block = blocks human SIRT5 desuccinylation of peptide; inhibition, % at 15 µM; 330,000 tested, 1.1% active; Purified SirT5, succinyl-peptide AMC, trypsin-coupled fluorescence; in the data active = inhibition above about 15%; inconclusive = no clear call, values can overlap the other calls
Target sequence (Q9NXA8 whole entry, looked up): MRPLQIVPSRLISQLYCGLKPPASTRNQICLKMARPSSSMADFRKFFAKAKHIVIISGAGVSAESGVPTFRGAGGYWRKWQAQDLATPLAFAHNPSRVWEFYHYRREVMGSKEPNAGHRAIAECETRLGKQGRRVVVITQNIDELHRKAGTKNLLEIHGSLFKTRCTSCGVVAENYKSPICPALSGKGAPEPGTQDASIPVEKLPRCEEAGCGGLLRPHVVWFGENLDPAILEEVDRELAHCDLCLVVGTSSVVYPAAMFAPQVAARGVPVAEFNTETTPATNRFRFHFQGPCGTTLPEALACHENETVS
ARNT-TACC3 inh = disruptors of human ARNT/TACC3 interaction; Q9Y6A5; AlphaScreen His-ARNT PAS-B/GST-TACC3 binding, luminescence; TACC3 fragment carries E629A point mutation; inhibition, % at 9.99 µM; 390,000 tested, 0.66% active; AID 623870;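 active = mean inhibition of replicates at least 50% and at least half of replicates each reaching 50%; inconclusive = half or more replicates reach 50% but mean below 50%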;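 also: 0% = complete ARNT plus TACC3 wells and 100% = ARNT alone without TACC3; many hits fall short of the cut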
PAX8 reporter = PAX8 transcriptional activity inhibition; inhibition, % at 12.6 µM; AID 652154; 360,000 tested, 1.2% active; RMG-I TPO-luciferase reporter, SteadyGlo, 24 h;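 active = mean replicate inhibition at least 60% with every replicate also reaching 60%; inconclusive = only one of the two criteria is met; inactive = mean below 60% and not all replicates reaching 60%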;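 also: luciferase light reporting Pax8 driven TPO promoter activity; plate controls were median of neutral control wells for no effect and mitoxantrone controls for full effect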
LGR2 inh = blocks bursicon-induced cAMP signaling via Drosophila LGR2; HEK293 LGR2, CRE-luciferase, bursicon-stimulated, 4 h; inhibition, % at 9.99 µM; 380,000 tested, 0.35% active;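 active = drop in luminescence signal, shown as inhibition above about 50% in the replicate tests, limit read from the data, passing the limit was not always enough; inconclusive = probably only some replicates passing the limit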;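 also: agonist challenge used bursicon conditioned medium at about half maximal strength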
DENV2 CPE rescue = DENV2-induced cell death inhibition | DENV2-infected cells, cytopathic effect rescue, plate reader | CPE inhibition, % at 9.99 µM | 350,000 tested, 1.7% active; in the data active = CPE inhibition above about 20%, passing the limit was not always enough; inconclusive = no clear call, values can overlap the other calls; tested in BHK-21 cells;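 also: 0% = median of neutral control wells and 100% = median of positive control wells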
EWS-Fli block = EWS/Fli transcriptional activity inhibition. A673 NR0B1-luciferase reporter, viability-normalised. inhibition, % at 12.6 µM. 350,000 tested, 0.67% active. AID 651661;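 active = mean inhibition of at least 50% after viability correction, with every replicate also passing that limit; inconclusive = mean reaches 50% but only one of two replicates passes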;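 also: firefly luciferase signal divided by Alamar Blue viability fluorescence both relative to DMSO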
CASP6 VEID inh = blocks human caspase-6 cleavage activity; AID 686996; purified caspase-6, Z-VEID-R110 cleavage fluorescence; inhibition, % at 12.5 µM; P55212; 350,000 tested, 0.53% active;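 active = mean inhibition across replicates at least about 35%, with every replicate also reaching that limit, limit read from the data; inconclusive = only one of the two criteria met; inactive = neither criterion met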;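 also: 0% = median of neutral control wells and 100% = no fluorescence left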
Target sequence (P55212 24-179 limits assumed): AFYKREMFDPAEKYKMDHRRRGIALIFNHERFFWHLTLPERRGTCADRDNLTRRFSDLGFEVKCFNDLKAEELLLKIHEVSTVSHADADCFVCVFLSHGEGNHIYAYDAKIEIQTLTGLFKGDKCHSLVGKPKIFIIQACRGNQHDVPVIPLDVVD
Target sequence (P55212 194-293 limits assumed): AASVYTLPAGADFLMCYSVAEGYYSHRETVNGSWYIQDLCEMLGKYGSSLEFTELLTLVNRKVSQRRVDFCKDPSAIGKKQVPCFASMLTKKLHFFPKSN
Numbers without * were called inactive; & = joins results of further samples.

Results for [N-]=[N+]=Nc1ccccc1C[C@]1(C(=O)N2CCCCC2)N=C(c2ccc(OCCCO)cc2)O[C@H]1c1ccccc1 ?
SIRT5 block: -1; ARNT-TACC3 inh: -9; PAX8 reporter: 10; DENV2 CPE rescue: -8; EWS-Fli block: 7; CASP6 VEID inh: 2

What do the screens show for `C[C@@H]1CN([C@H](C)CO)S(=O)(=O)c2ccc(C#CC(C)(C)O)cc2O[C@H]1CN(C)Cc1ccc(-c2ccccc2)cc1`?
SIRT5 block: 13; ARNT-TACC3 inh: -5; LGR2 inh: 1; DENV2 CPE rescue: inconclusive; EWS-Fli block: 58*; CASP6 VEID inh: -3

How did C[C@@H]1NC(=O)N[C@@H]1CCCCCC(=O)O do in these assays?
SIRT5 block: -1; ARNT-TACC3 inh: -4; PAX8 reporter: 10; LGR2 inh: -2; DENV2 CPE rescue: inconclusive; EWS-Fli block: -1; CASP6 VEID inh: 1

How did O=C(/C=C/c1ccco1)NCc1ccc(F)cc1 do in these assays?
SIRT5 block: 5; ARNT-TACC3 inh: 0; PAX8 reporter: -4; LGR2 inh: 15; DENV2 CPE rescue: 6; EWS-Fli block: -4; CASP6 VEID inh: 3

What do the screens show for `CCN(CC)Cc1c(C(=O)N/N=C(\C)c2ccncc2)nnn1-c1nonc1N`?
SIRT5 block: -3; ARNT-TACC3 inh: -6; PAX8 reporter: 13; LGR2 inh: 12; DENV2 CPE rescue: -1; EWS-Fli block: 6; CASP6 VEID inh: -2

How did C/C=C/c1cnc2c(c1)C(=O)N([C@@H](C)CO)C[C@H](C)[C@H](CN(C)C(=O)NC1CCCCC1)O2 do in these assays?
SIRT5 block: -8; ARNT-TACC3 inh: 4; PAX8 reporter: -8; LGR2 inh: 5; DENV2 CPE rescue: 3; EWS-Fli block: -7; CASP6 VEID inh: 0

Results for COc1ccc(C(=O)Nc2ccc(N3CCCC3)cc2)cc1Br ?
SIRT5 block: -2; ARNT-TACC3 inh: -7; PAX8 reporter: -60; LGR2 inh: 2; DENV2 CPE rescue: -1; EWS-Fli block: -48; CASP6 VEID inh: -3

Results for O=C(CN1CCN(S(=O)(=O)c2ccccc2[N+](=O)[O-])CC1)NC(=O)NCc1ccco1 ?
SIRT5 block: -2; ARNT-TACC3 inh: -3; PAX8 reporter: -14; LGR2 inh: 8; DENV2 CPE rescue: 5; EWS-Fli block: 14; CASP6 VEID inh: 6

Results for Cc1cc(F)ccc1NC(=O)Nc1ccc2c(c1)OCO2 ?
SIRT5 block: -3; ARNT-TACC3 inh: -8; PAX8 reporter: 2; LGR2 inh: -6; DENV2 CPE rescue: -4; CASP6 VEID inh: 2

How did CCCCOc1ccc(Cc2c(COCC)[nH]c(=S)[nH]c2=O)cc1 do in these assays?
SIRT5 block: -4; ARNT-TACC3 inh: -6; PAX8 reporter: -8; LGR2 inh: -2; DENV2 CPE rescue: -1; EWS-Fli block: 6

Results for COc1ccc(CN2C(=O)CSCC2(C)C(=O)NCc2ccccc2)cc1OC (centres undefined) ?
SIRT5 block: 0; PAX8 reporter: -4; LGR2 inh: 0; DENV2 CPE rescue: -1; EWS-Fli block: -2; CASP6 VEID inh: 1

Results for CN(C[C@H]1[C@H](c2ccccc2)[C@@H](CO)N1CC1CC1)C(=O)c1cccc(F)c1 ?
ARNT-TACC3 inh: -11; PAX8 reporter: 14; LGR2 inh: 22; EWS-Fli block: 1

Results for CCC1(c2ccc(F)cc2)NC(=O)N(CC(=O)NCC(=O)Nc2cccc(C)c2C)C1=O (centres undefined) ?
SIRT5 block: -2; ARNT-TACC3 inh: 26; PAX8 reporter: -10; LGR2 inh: 1; DENV2 CPE rescue: 10; EWS-Fli block: 0; CASP6 VEID inh: -1

How did Cc1cccc(NS(=O)(=O)c2ccc(C(=O)NCC3(N4CCCCC4)CCCCC3)cc2)c1C do in these assays?
SIRT5 block: 1; ARNT-TACC3 inh: -10; PAX8 reporter: 11; LGR2 inh: -4; DENV2 CPE rescue: -6; EWS-Fli block: 7; CASP6 VEID inh: 2

Results for CCN(CC)S(=O)(=O)c1ccc2c(c1)NC(=O)C1CCCN21 (centres undefined) ?
SIRT5 block: -13; ARNT-TACC3 inh: 0; PAX8 reporter: -15; LGR2 inh: -15; DENV2 CPE rescue: -3; EWS-Fli block: 17; CASP6 VEID inh: 0

How did O=C(N[C@H](C(=O)N1CCC[C@H]1C(=O)NCCc1ccccc1Cl)c1ccccc1)c1ccco1 do in these assays?
SIRT5 block: -1; PAX8 reporter: 2; LGR2 inh: -5; DENV2 CPE rescue: 1; EWS-Fli block: -6; CASP6 VEID inh: 1

Results for COC(=O)[C@H](CC(C)C)NC(=O)Nc1ccc(F)cc1 ?
SIRT5 block: -4; ARNT-TACC3 inh: -7; PAX8 reporter: -1; DENV2 CPE rescue: 16; EWS-Fli block: 7; CASP6 VEID inh: 1

What do the screens show for `CC(C)CC#Cc1ccc2c(c1)O[C@@H](CN(C)C(=O)Cc1cccnc1)[C@@H](C)CN([C@H](C)CO)S2(=O)=O`?
SIRT5 block: 1; ARNT-TACC3 inh: -4; PAX8 reporter: 29; LGR2 inh: -9; DENV2 CPE rescue: -1; EWS-Fli block: 2

How did COc1ccc(N2CCN(C(C)C(=O)N3CC(C)OC(C)C3)CC2)cc1 (centres undefined) do in these assays?
SIRT5 block: -6; ARNT-TACC3 inh: -6; PAX8 reporter: -14; LGR2 inh: -15; DENV2 CPE rescue: -4; EWS-Fli block: -11; CASP6 VEID inh: -1

How did Cc1noc(C)c1S(=O)(=O)N(C)C[C@H]1OCc2cn(nn2)CCCC(=O)N([C@H](C)CO)C[C@H]1C do in these assays?
SIRT5 block: 1; ARNT-TACC3 inh: -4; PAX8 reporter: 0; LGR2 inh: 7; DENV2 CPE rescue: 13; EWS-Fli block: -6; CASP6 VEID inh: 0

What do the screens show for `CC(C)(C)c1nnc(NC(=O)C2CC(=O)N(CCc3ccc(F)cc3)C2)s1` (centres undefined)?
SIRT5 block: 1; PAX8 reporter: 0; LGR2 inh: 7; DENV2 CPE rescue: -7; EWS-Fli block: 17

How did CCN(CC)CCSc1nc2c([nH]1)c(=S)n(C)c(=O)n2C do in these assays?
SIRT5 block: -5; ARNT-TACC3 inh: 7; LGR2 inh: -17; DENV2 CPE rescue: -5; EWS-Fli block: 7; CASP6 VEID inh: 1

What do the screens show for `O=S(=O)(c1ccc2oc(=S)[nH]c2c1)N1CCCCC1`?
SIRT5 block: 0; ARNT-TACC3 inh: 16; PAX8 reporter: 4; LGR2 inh: -4; DENV2 CPE rescue: 0; EWS-Fli block: 0; CASP6 VEID inh: 1

Results for Cc1cc(C(=O)Nc2ccc(F)cc2F)on1 ?
SIRT5 block: -6; ARNT-TACC3 inh: 0; PAX8 reporter: -8; LGR2 inh: -4; DENV2 CPE rescue: 4; EWS-Fli block: 0; CASP6 VEID inh: 0

How did O=C1C(=Cc2cccn2-c2ccccc2)C(=O)c2ccccc21 do in these assays?
ARNT-TACC3 inh: -2; PAX8 reporter: -9; LGR2 inh: -21

What do the screens show for `O=C(/C=C/c1cccc([N+](=O)[O-])c1)NC1CC2CCC1C2` (centres undefined)?
ARNT-TACC3 inh: -5; PAX8 reporter: -18; LGR2 inh: -17

Results for O=C1NC[C@@H](CCCCN2C[C@H](Cc3ccc(O)cc3)N(CC3CCCCC3)C(=O)C2=O)N(CCC2CCCCC2)C1=O ?
SIRT5 block: 1; PAX8 reporter: -4; LGR2 inh: 3; DENV2 CPE rescue: 59*; EWS-Fli block: -2; CASP6 VEID inh: 1

How did Cc1cc(OCC(=O)Nc2cccc(S(=O)(=O)N3CCCCC3)c2)ccc1Cl do in these assays?
SIRT5 block: -1; ARNT-TACC3 inh: -7; PAX8 reporter: -8; LGR2 inh: 3; DENV2 CPE rescue: -1; EWS-Fli block: 3; CASP6 VEID inh: 4

What do the screens show for `CN1C[C@H]2CON(C)[C@H]2C[C@H]1c1cccc(-c2ccc(C#N)cc2)c1`?
SIRT5 block: -7; ARNT-TACC3 inh: 0; PAX8 reporter: -10; LGR2 inh: -10; DENV2 CPE rescue: 6; EWS-Fli block: -10; CASP6 VEID inh: 1

What do the screens show for `Cc1noc(C)c1NC(=O)N(C)C[C@H]1Oc2c(NC(=O)Nc3ccccc3)cccc2C(=O)N([C@H](C)CO)C[C@@H]1C`?
SIRT5 block: -2; ARNT-TACC3 inh: -15; PAX8 reporter: 6; LGR2 inh: 25&-15; DENV2 CPE rescue: inconclusive; EWS-Fli block: -5&-9; CASP6 VEID inh: 4

Results for CCCCNc1nc(N)ncc1[N+](=O)[O-] ?
SIRT5 block: 30*; PAX8 reporter: 5; LGR2 inh: 5; DENV2 CPE rescue: -3; EWS-Fli block: 4; CASP6 VEID inh: -1

What do the screens show for `COC(=O)C[C@@H]1C[C@H]2c3cc(NC(=O)Nc4ccc(OC)cc4)ccc3O[C@H]2[C@H](CO)O1`?
ARNT-TACC3 inh: 10; PAX8 reporter: 3; LGR2 inh: 17; DENV2 CPE rescue: -1; EWS-Fli block: 6

What do the screens show for `O=C1CCCN1CCCNS(=O)(=O)c1ccc(F)c(F)c1`?
SIRT5 block: -4; ARNT-TACC3 inh: -1; LGR2 inh: 8; DENV2 CPE rescue: -4; EWS-Fli block: -3; CASP6 VEID inh: 0

What do the screens show for `COc1cccc(-c2ccc3c(c2)[C@H]2[C@H](CCN2C(=O)C2CCCC2)[C@@H](CO)N3)c1`?
SIRT5 block: -5; LGR2 inh: -12; DENV2 CPE rescue: 0; EWS-Fli block: 4; CASP6 VEID inh: 5

Results for OCC1OC(c2ccccc2)OC2COC(c3ccccc3)OC12 (centres undefined) ?
SIRT5 block: 3; ARNT-TACC3 inh: -2; PAX8 reporter: -11; LGR2 inh: -1; DENV2 CPE rescue: -3; EWS-Fli block: -6; CASP6 VEID inh: -3

What do the screens show for `Cc1ccc(NC2CNC(=O)NC2=O)cc1C` (centres undefined)?
ARNT-TACC3 inh: -7; PAX8 reporter: -7; LGR2 inh: 4; DENV2 CPE rescue: 10; EWS-Fli block: 5; CASP6 VEID inh: -2

Results for CC1=C(C(=O)Nc2cc(C(=O)N3CCN(c4ccc(Cl)cc4)CC3)ccc2C)SCCO1 ?
PAX8 reporter: 28; LGR2 inh: -1; DENV2 CPE rescue: -2; EWS-Fli block: 6; CASP6 VEID inh: 5

How did Cc1ccccc1C(=O)NNC(=O)CSc1nnc(-c2ccncc2)n1-c1ccccc1 do in these assays?
SIRT5 block: -1; ARNT-TACC3 inh: 0; PAX8 reporter: 31; LGR2 inh: 11; DENV2 CPE rescue: -7; EWS-Fli block: 4; CASP6 VEID inh: -3

Results for COc1ccc(S(=O)(=O)Nc2ccc3c(c2)C(=O)N([C@H](C)CO)C[C@H](C)[C@@H](CN(C)C)O3)cc1 ?
SIRT5 block: -3; ARNT-TACC3 inh: -3; PAX8 reporter: -7; LGR2 inh: -18; DENV2 CPE rescue: 69*; EWS-Fli block: -5; CASP6 VEID inh: 3

Results for CN1CCOC(=O)/C1=N/Nc1cc(Cl)ccc1Cl ?
SIRT5 block: 1; ARNT-TACC3 inh: -5; PAX8 reporter: 17; DENV2 CPE rescue: 4; EWS-Fli block: 11; CASP6 VEID inh: -2

Results for O=C(COC(=O)c1ccc(Cl)nc1)Nc1ccc(Cl)cc1 ?
SIRT5 block: -3; ARNT-TACC3 inh: 1; LGR2 inh: 7; DENV2 CPE rescue: -5; EWS-Fli block: 1; CASP6 VEID inh: 0

Results for Cc1noc(C)c1NC(=O)Nc1ccc2c(c1)C(=O)N([C@H](C)CO)C[C@H](C)[C@H](CN(C)S(=O)(=O)c1c(C)noc1C)OCCCC[C@@H](C)O2 ?
SIRT5 block: -5; ARNT-TACC3 inh: -8; PAX8 reporter: -23; LGR2 inh: -10; DENV2 CPE rescue: -6; EWS-Fli block: -18; CASP6 VEID inh: 0

How did Cc1cccc(NC(=O)Cn2c(/C=C/c3ccccc3)nc3ccccc32)c1 do in these assays?
SIRT5 block: -6; ARNT-TACC3 inh: 48*; PAX8 reporter: -62; LGR2 inh: -64; DENV2 CPE rescue: 10; EWS-Fli block: -28; CASP6 VEID inh: 0

Hits appear at their usual frequency. About 4.9% of those tested had a hit in this group.
